# Compound activity from PubChem.
# TcdB inh – TcdB glycohydrolase inhibitors, primary screen, biochemical, single point, plate reader | 0.24% of 350,000 active | TcdB glycohydrolase enzymatic assay | inhibition, % at 9.99 µM | Toxin B (Clostridioides difficile), P18177; in the data active = inhibition above about 10%
# PfHsp40 rescue – rescue of yeast from PfHsp40 toxicity, primary screen, S. cerevisiae, ATP luminescence. growth rescue, % at 12.5 µM. 0.68% of 340,000 active. AID 504582, 2011. S. cerevisiae expressing PfHsp40, growth rescue; in the data active = growth rescue above about 28%, passing the limit was not always enough; inconclusive = no clear call, values can overlap the other calls;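 also: yeast W303a lacking pdr1 and pdr3 grown in galactose medium; growth measured after three days at 30 °C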
# 3CLpro inhibitor – SARS-CoV 3CLpro protease inhibitors, primary screen, biochemical, quenched FRET | Replicase polyprotein 1ab (Severe acute respiratory syndrome coronavirus), P0C6X7 | recombinant SARS-CoV 3CLpro, quenched FRET peptide cleavage | inhibition, % at 6 µM | 0.14% of 290,000 active; in the data active = inhibition above about 12%
# Anthrax LF prot – Bacillus anthracis LF protease inhibitors, primary screen, biochemical, multiplex microsphere, MLPCN library. Lethal factor (Bacillus anthracis), P15917. multiplex microsphere protease cleavage assay. inhibition, % at 10 µM. 0.12% of 360,000 active; in the data active = inhibition above about 30%; inconclusive = no clear call, values can overlap the other calls; also: plate controls were buffer without enzyme for full effect and enzyme alone for no effect
# Rv3671c inh – Rv3671c serine protease inhibitors, primary screen, biochemical, fluorescence polarization, M. tuberculosis H37Rv | P9WHR9 | inhibition, % at 5.96 µM | 0.048% of 320,000 active | AID 2606, 2010; in the data active = inhibition above about 38%;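 also: extracellular domain of Rv3671c used as enzyme; 0% = enzyme with DMSO and 100% = no enzyme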
# Target sequence (P9WHR9 whole entry, looked up, the tested form may be a part): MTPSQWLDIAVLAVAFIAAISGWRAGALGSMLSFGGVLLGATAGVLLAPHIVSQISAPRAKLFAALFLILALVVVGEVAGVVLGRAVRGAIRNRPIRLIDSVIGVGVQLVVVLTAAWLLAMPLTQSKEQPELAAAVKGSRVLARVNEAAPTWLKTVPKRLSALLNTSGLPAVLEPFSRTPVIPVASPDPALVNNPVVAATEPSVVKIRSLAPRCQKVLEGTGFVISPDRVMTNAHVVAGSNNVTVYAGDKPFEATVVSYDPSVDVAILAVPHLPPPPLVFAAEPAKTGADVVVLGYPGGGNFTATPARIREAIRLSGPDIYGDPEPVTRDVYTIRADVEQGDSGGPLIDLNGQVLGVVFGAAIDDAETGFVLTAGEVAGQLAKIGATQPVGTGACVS
# VHR inh abs – VHR1 phosphatase inhibitors, primary screen, biochemical, absorbance, uHTS | Dual specificity protein phosphatase 3 (Homo sapiens), P51452 | recombinant VHR phosphatase, pNPP absorbance | inhibition, % at 13.3 µM | 0.52% of 290,000 active; in the data active = inhibition above about 50%; also: some compounds called inactive have numbers as strong as hits
# Target sequence (P51452 whole entry, looked up): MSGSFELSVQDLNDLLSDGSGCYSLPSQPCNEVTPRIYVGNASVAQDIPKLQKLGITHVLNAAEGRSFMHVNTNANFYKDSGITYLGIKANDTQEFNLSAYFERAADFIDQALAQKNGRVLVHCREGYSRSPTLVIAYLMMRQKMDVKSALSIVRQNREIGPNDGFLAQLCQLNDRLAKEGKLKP
# Yp Topo-I inh – Yersinia pestis topoisomerase I inhibitors, primary screen, biochemical, cleavage product accumulation, plate reader, single point; DNA topoisomerase I (Yersinia pestis CO92); activity, % at 10 µM; 0.064% of 360,000 active; Y. pestis Topo-I cleavage product accumulation; AID 504884, 2011; in the data active = activity above about 50%, passing the limit was not always enough; inconclusive = no clear call, values can overlap the other calls; also: inactives centre near 2
# Vc quorum ag – inducers of Vibrio cholerae quorum light production without autoinducers, primary screen, BH1578 luxS cqsA deficient, single point; V. cholerae BH1578 lux reporter, luminescence, 6 h; activation, % at 18.7 µM; 0.16% of 350,000 active; AID 588436, 2011; in the data active = activation mostly above about 9.7%, no sharp cut-off; inconclusive = no clear call, values can overlap the other calls; inactive = mostly below about 3.7%; also: not every result past the cut was called active; inactives centre near 0; reference of the scale not given here
# MazEF act – activators of E. coli MazEF toxin-antitoxin RNase, primary screen, biochemical, fluorescence, uHTS | activation, % at 20 µM | FAM/BHQ RNA-DNA oligo cleavage fluorescence, 5 h | 0.32% of 350,000 active; in the data active = activation above about 50%
# Target sequence (P0AE70 whole entry, looked up): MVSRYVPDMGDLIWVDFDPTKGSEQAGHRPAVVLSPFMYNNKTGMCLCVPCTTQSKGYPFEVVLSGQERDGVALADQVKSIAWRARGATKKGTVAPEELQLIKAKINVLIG
# PriA SSB inh – inhibitors of Klebsiella pneumoniae PriA binding to SSB C-terminal tail, primary screen, biochemical, AlphaScreen; AlphaScreen SSBct-PriA binding, biotinylated peptide; inhibition, % at 33 µM; 0.6% of 430,000 active; in the data active = inhibition mostly above about 37%, no sharp cut-off; inactive = mostly below about 20%;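 also: plate controls were negative control peptide for no effect and reference peptide for full effect; strong numbers were not always called active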
# * = called active by the depositor; i = inactive; ? = inconclusive; . = not tested or not shown; & = joins results of further samples. This is a subset, so the mix of outcomes need not match the whole.
# Start of the listing, in advance, 2 compounds:
Structure,Yp Topo-I inh,3CLpro inhibitor,TcdB inh,PfHsp40 rescue,Rv3671c inh,Anthrax LF prot,MazEF act,VHR inh abs,Vc quorum ag,PriA SSB inh
S=C(NCCc1ccccc1)N1CCN(Cc2ccc(Cl)c(Cl)c2)CC1,-2,-3,0.3,0.4,-3,-1,-9,5,-0.3,-6
CC(C)CCNC(=O)CNC(=O)c1cccs1,-7,-6,.,-0.9,3,-2,-2,19,-0.3,-5

# The listing (from the top)
Structure,Yp Topo-I inh,3CLpro inhibitor,TcdB inh,PfHsp40 rescue,Rv3671c inh,Anthrax LF prot,MazEF act,VHR inh abs,Vc quorum ag,PriA SSB inh
S=C(NCCc1ccccc1)N1CCN(Cc2ccc(Cl)c(Cl)c2)CC1,-2,-3,0.3,0.4,-3,-1,-9,5,-0.3,-6
CC(C)CCNC(=O)CNC(=O)c1cccs1,-7,-6,.,-0.9,3,-2,-2,19,-0.3,-5
CCCC1(C(=O)O)NC(c2ccccc2O)C2C(=O)N(c3cccc(Cl)c3)C(=O)C21 (centres undefined),-1,.,-0.1,-0.6,0,-10,10,29,-0.2,2
COc1ccc(C(C)C)cc1S(=O)(=O)Nc1cccnc1,7,.,-1.9,.,.,0,-26,.,-0.8,.
COc1ccccc1CN(Cc1cc2c(C)ccc(C)c2[nH]c1=O)Cc1nnnn1Cc1ccco1,15,-4,.,1.6,-5,-6,-3,6,-0.2,-10
NC(=O)c1ccsc1NC(=O)CN1C(=O)NC2(CCCC2)C1=O,-3,.,5.0,0.1,-4,4,6,.,-0.8,-2
COc1cc([N+](=O)[O-])ccc1NC(=O)CCN1C(=O)C2C3CCC(C3)C2C1=O (centres undefined),3,-2,0.8,1.0,8,-2,-32,5,-0.1,-4
NC(=O)c1ccccc1NCC(=O)c1ccc(Cl)cc1,57*,2,1.2,1.0,4,1,31,38,-0.8,2
CCOC(=O)CSc1cc(C)nc(N)n1,5,-1,.,-1.5,5,-6,6,-2,0.5,-13
COc1ccc(N2CCN(CCNC(=O)CCCn3c(=O)[nH]c4cc(Cl)ccc4c3=O)CC2)cc1,6,-1,.,-2.3,3,0,13,-4,i,-5
COc1cccc(NC(=O)CN(C)C(=O)c2ccc3c(c2)C(=O)N(CCC(C)C)C3=O)c1,26,.,-0.2,1.5,6,-2,2,.,-1.9,2
O=c1oc(-c2ccccc2NS(=O)(=O)c2ccc(F)cc2)nc2ccccc12,2,3,0.1,1.4,-6,-1,-18,27,-0.7,-2
CC1CCCCN1C(=O)c1ccc(C(=O)N2CCCCC2C)cc1 (centres undefined),-4,-2,.,1.4,-7,0,-4,14,-3.8,-11
CC1CC(C)CN(C(=O)COC(=O)c2ccc(N3CCCC3=O)cc2)C1 (centres undefined),3,.,7.4,0.0,1,2,8,.,i,-7
O=C1CCC(Cc2ccccc2)N1 (centres undefined),1,-2,.,-0.1,-9,-5,8,-1,-0.3,-7
CCCc1cc(C(=O)NCC(C)C)no1,0,-1,0.9,-1.1,-3,-6,-14,21,-0.3,-12
Cc1cccc(NC(=O)c2ccc(CN3CCc4ccccc4C3)cc2)c1C,19,3,-1.8,-0.5,-8,1,-6,-6,i,2
CCOc1cccc2cc(C(=O)NCc3ccc(F)cc3)c(=N)oc12,11,-4,0.3,0.2,-2,0,14,23,-0.1,-19
CC(=O)c1ccc(NS(=O)(=O)c2ccc(C)cc2)cc1,-1,2,.,0.3,2,-1,-14,2,i,-20&-9
CC1CCCN(CCSc2ccc(Cl)cc2)C1 (centres undefined),-4,0,-1.1,-0.4,2,2,4,-12,-0.3,-19
CCc1nnc(SCc2ccc([N+](=O)[O-])cc2)nc1CC,13,.,.,-1.6,-7,-12,-4,.,i,-14
Cc1ccccc1C(C(=O)NC1CCCCC1)N(C(=O)CNC(=O)c1ccco1)c1cccnc1 (centres undefined),1,0,1.5,.,4,2,8,-10,-0.4,-11
COc1ccc(C(=O)C[n+]2ccc(-c3nnc4n3CCC4)cc2)cc1,2,1,.,0.1,-4,-2,2,28,-0.7,-5
COc1ccc(S(=O)(=O)N2CCCCCC2)cc1C(=O)Nc1cc(C)ccn1,2,.,1.9,5.4,-12,-19,9,.,-5.6,-9
COc1cccc(/C=N/Nc2ccccc2C(=O)O)c1O,-2,6,-1.1,-0.1,-4,-3,7,3,-0.1,.
COc1ccc(OC)c(S(=O)(=O)N2CCN(C34CC5CC(CC(C5)C3)C4)CC2)c1,29,-3,.,-0.4,1,0,-4,31,-0.1,-20
COc1cccc(NC(=O)c2cccc(C(=O)Nc3cccc(OC)c3)n2)c1,-12,2,-0.5,1.2,-10,2,1,-14,i,-8
CN1C(=O)C2(OCCCO2)c2cc(Cl)ccc21,2,-3,1.0,-0.9,-1,-2,6,8,-1.3,-7
Cc1cc(C)nc(N2N=C(CSc3ccc(Cl)cc3)CC2=O)n1,11,4,-0.6,9.4,9,-6,1,4,-0.8,7
Cc1ccc(-c2nn(-c3ccccc3)cc2/C=C/C(=O)Nc2nccs2)cc1,-10,2,.,-0.3,-1,-1,1,-12,i,-14
Cc1ccc(NC(=O)COC(=O)Cn2nc(C)c([N+](=O)[O-])c2C)c([N+](=O)[O-])c1,-13,-1,0.3,-0.5,3,-1,-5,-1,-0.3,-3
CCc1nc2ccc(C(=O)NCC3CCCCC3)cn2c1N(CCC(C)C)CCN(C)C,23,.,0.6,.,.,-3,.,.,-0.1,.
CCN(CC)S(=O)(=O)c1ccc(OC)c(NC(=O)C(C)Oc2ccc3c(C)cc(=O)oc3c2)c1 (centres undefined),0,-3,0.7,1.7,1,1,5,-2,-0.2,-21
Cc1ccc(C(=O)OCC(=O)N2CCNC2=O)c(C)c1,1,.,2.1,0.5,.,.,-10,.,-0.8,-15
O=[N+]([O-])c1cc([N+](=O)[O-])c(Oc2ccc(Br)cc2Br)cc1NN1CCCCC1,4,-3,0.6,3.4,6,-3,-6,13,1.7,-5
Cc1ccc(-n2c(C)cc(C(=O)CN3CCCCC3)c2C)cc1,7,3,-1.1,-0.3,3,-2,-2,-2,-0.1,7
Cc1csc(NC(=O)CSc2sc3c(O)cc(=O)[nH]c3c2C#N)n1,-11,-2,0.1,1.9,-22,0,8,23,0.2,-14
CCC(C)c1ccc(Nc2ncccc2C#N)cc1 (centres undefined),4,-6,.,5.1,0,-1,2,26,.,-102
Cc1cccc(C)c1OCCSc1nc2ccccc2n1CC(=O)O,10,0,1.1,1.3,5,.,11,-2,i,5
CN(C)c1cc[n+](CC(=O)c2cccs2)cc1,2,-6,0.8,-0.8,6,-3,-6,8,-7.7,-9
Cc1ccccc1NC(=O)COC(=O)CCC(=O)c1cccs1,1,.,-0.4,-0.5,.,-1,-3,.,-2.9,-21
COC(=O)CSc1ncc(OC)c(OC)n1,-1,1,.,-1.7,11,-5,3,25,-0.4,3
NC(=S)N/N=C1\CC(c2ccc3c(c2)OCCO3)Oc2ccc(F)cc21 (centres undefined),1,2,0.2,1.0,-8,3,11,12,i,.
O=C(NCC(=O)N1CCCC1)c1ccccc1F,1,-6,-0.1,0.1,6,6,6,26,i,-5
C/C(=N\Nc1nnc(-c2ccccc2)c(-c2ccccc2)n1)c1cccc([N+](=O)[O-])c1,-4,2,.,-0.1,-1,2,4,3,2.8,.
COc1ccc(C(=O)NCc2ccc3c(c2)OCO3)cc1S(=O)(=O)N1CCCC1,-11,.,1.1,-0.5,-6,2,-15,.,-4.0,10
COc1ccc([N+](=O)[O-])cc1NC(=O)CC(c1ccccc1)c1ccccc1,-5,2,0.0,-0.3,-12,0,10,19,i,-3
COc1ccccc1NC(=O)CSc1nc(O)cc(=O)n1C,8,-2,.,1.7,-2,-2,-4,-2,i,0
Cc1cccc(C)c1NC(=O)CSc1nnnn1-c1ccc(C(=O)O)cc1,-5,-5,.,0.3,7,-2,6,20,i,1
COc1cccc(N2CCN(C(=O)C3CCC(=O)N(C4CCCCCC4)C3)CC2)c1 (centres undefined),34,-1,0.4,1.1,-3,-6,-4,14,-0.3,4
O=Nc1c(-c2ccccc2)[nH]n(-c2ccccc2)c1=O,-3,0,0.6,-1.2,8,0,-8,18,-0.1,5
CCN(CC)S(=O)(=O)c1ccc(N2CCN(S(=O)(=O)c3ccccc3)CC2)nc1,4,-2,1.6,-0.5,.,15,-33,16,2.2,2
Cn1cnc([N+](=O)[O-])c1NCc1ccccc1,-3,6,1.4,.,-3,?,-13,17,0.1,1
O=C(Cn1cc2c(n1)CCCC2)Nc1ccccc1Br,10,0,1.8,0.7,1,-12,3,11,-0.2,-11
Cc1nonc1OC(C)CNCCNc1ccc([N+](=O)[O-])cc1 (centres undefined),-1,-1,2.2,.,-7,.,7,10,-0.6,2
CCOc1ccccc1NC(=O)CSc1n[nH]c(=O)n1-c1ccccc1,3,-2,2.3,-0.8,-2,3,2,.,-0.4,-9
O=C(Cn1nc(-c2ccc(Cl)cc2)ccc1=O)N1CCC2(CC1)OCCO2,4,2,0.9,?,1,1,7,12,-1.5,-10
CCOCCCNC(=O)Cc1c(C(=O)O)[nH]c2ccc(Cl)cc12,9,-4,0.9,0.2,5,-3,4,25,-0.2,0
CCn1cc(/C=C/C(=O)Nc2c(C)nn(Cc3ccccc3)c2C)cn1,-2,5,.,0.0,-11,1,2,5,-0.3,0
Cc1cc2c(NC(=O)Nc3ccccc3)cccc2nn1,13,-5,1.8,-1.1,-1,?,7,1,-0.2,-13

# The list continues:
Structure,Yp Topo-I inh,3CLpro inhibitor,TcdB inh,PfHsp40 rescue,Rv3671c inh,Anthrax LF prot,MazEF act,VHR inh abs,Vc quorum ag,PriA SSB inh
CCSc1ccc([C@@H]2[C@H]3C(=O)N(C)C(=O)[C@H]3[C@]3(C(=O)OC)CCCCN23)cc1,26,.,-0.1,4.2,8,1,-1,.,-1.3,-1
COc1cc(SC)ccc1C(=O)Nc1cccc(C2OCCCO2)c1,24,-8,0.9,1.6,-3,2,9,-25,i,-3
Cc1cc(=O)[nH]c(N2CCN(c3ccc(Cl)cc3)CC2)n1,0,-5,0.3,0.3,1,-8,7,.,i,-10
CNC(=O)CNC(=O)Nc1ccc(C)cc1,2,0,4.5,-0.3,4,-6,8,12,-0.3,-20
CCOc1ccccc1-n1c(SCC(=O)Nc2ccccc2C(=O)O)nc2ccccc2c1=O,2,5,-4.4,1.0,3,-5,7,-12,0.6,-2
Cc1ccccc1CNC(=O)c1csc([C@@H]2C[C@H](O)[C@@H](CO)O2)n1,1,.,1.5,.,.,-3,.,.,i,.
CCn1cc(C(=O)NC(=S)Nc2ccccc2[N+](=O)[O-])cn1,1,13*,0.0,-0.2,5,6,-2,-9,i,5
NNC(=O)CS(=O)(=O)CS(=O)(=O)CC(=O)NN,-1,-1,-12,-0.4,-13,-8,17,2,-0.3,-9
COc1cc(OC)cc(-c2cc3nc4c(c(N5CCN(c6ncccn6)CC5)n3n2)CCCC4)c1,1,-3,-0.4,0.2,4,-1,-5,32,-1.1,-12
COc1cccc(/C=C(\CC(=O)O)c2nc3ccccc3s2)c1,6,-2,-1.4,-1.2,4,-4,-7,2,i,-19
